# IkB sig inh: suppresses IkB signaling in ABC-DLBCL reporter cells | ABC-DLBCL IkBa-CBG/CBR dual luciferase ratio, 4 h; response scale: scaled: untreated 0%, proteasome inhibitor 100% | Potency, µM (top dose mostly 57.1 µM), for inactives: at the highest dose IkBa stabilization activation | hit rate 0.04% among 110,000; active = well fitted curve in the direction sought with a large enough effect in the signal ratio, not every such curve was filed as active; inconclusive = small, poorly fitted or top-dose-only effect, or a change in a side signal; the % refers to the signal ratio;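 note: the direction sought is a rising ratio; 0% = basal untreated cells and 100% = reference inhibitor full response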
#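 Luminescence ratio of IκBα-fused green versus native red beetle luciferase in OCI-Ly3 cells, 4 h post-doxycycline with compound; red signal alone, scaled from basal (0%) to zero light (-100%), flagged nonspecific or cytotoxic effects.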
# Imprint erasure: genomic imprint erasure induction; mouse ES Peg3-LacZ reporter, beta-gal luminescence, 40 h; Potency, µM (series often up to 60.7 µM), inactives show at the highest dose activity change, positive = activation, most hits filed as activators; hit rate 0.02% among 110,000;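 note: 0% = negative control wells on the plate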
#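 Each well holds 300 Peg3LacZ-Neo (maternal) female ES cells incubated 40 h at 37C, 5% CO2. LacZ is measured by BetaGlo luminescence, with AC50 and maximum efficacy derived from dose-response curves.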
# p53ts 39C kill: kills p53ts cells at the nonpermissive temperature; Potency, µM (top dose mostly 46.1 µM), inactives show at the highest dose activity change, negative = cell killing, usual class: cytotoxic; hit rate 1.5% among 130,000; H1299-p53A138V viability at 39C, ATP luminescence, 24 h; note: nearly all actives have a fitted effect of over 55% in size
# p53ts 32C tox: kills p53ts cells at the permissive temperature. H1299-p53A138V at 32C, ATP luminescence viability, 24 h. hit rate 0.93% among 130,000. Potency, µM (titrated, usually from 46.1 µM), without a hit: at the highest dose activity change, negative = cytotoxicity, hits mostly cytotoxic;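 note: 0% = DMSO and -100% = full killing by reference compound; nearly all actives have a fitted effect of over 55% in size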
#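 ATP-content luminescence (ATPlite) read-out after 24 h compound exposure at 32C in H1299-p53A138V cells (600/well). Tested up to 46 uM. Normalized to DMSO (0%) and 100 uM tamoxifen (100% killing); Hill-fit AC50.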
# * = called active by the depositor; u = inconclusive; x = not tested or not shown; [ ] = remark or other dose. Unless noted, calls come from the whole dose curve; as a rule, active = well fitted curve in the direction sought with a large enough effect; inconclusive = small, poorly fitted or top-dose-only effect, or another doubt; inactive = no such curve, though single readings can be large; an effect the other way counts as inactive or inconclusive. Unless noted, % is set by controls: 0 for no effect and ±100 for the full control effect; potency is the fitted concentration of half-maximal effect.
# Keys – A = IkB sig inh; B = Imprint erasure; C = p53ts 39C kill; D = p53ts 32C tox
1. O=C(NC1(C(F)(F)F)C(=O)Nc2c1c(=O)[nH]c(=O)n2-c1ccccc1)c1ccccc1 (stereo not drawn)
  A: 2.9%; B: 17%[10.9 µM]; C: -2%; D: 3%

2. CC(C)CN(C(=O)COC(=O)CCN1C(=O)c2ccccc2C1=O)C1CCS(=O)(=O)C1 (stereo not drawn)
  A: 0.1%; B: 1%; C: 4%; D: 4%

3. Cc1cccc(CN2CCC(CNC(=O)Cn3ncc4c([nH]c5ccc(C)cc54)c3=O)CC2)c1
  A: -2.1%; B: -9%[10.9 µM]; C: 11%; D: 2%

4. O=S(=O)(c1ccccc1)c1nnn2c1nc(NC1CCCCC1)c1sccc12
  A: -0.6%; B: -10%[10.9 µM]; C: -4%; D: 1%

5. COC(=O)c1sccc1S(=O)(=O)N(CC(=O)NCc1ccccc1)c1ccc(C)c(C)c1
  A: u; B: -8%[10.9 µM]; C: -9%; D: 3%

6. CCC(C)NC(=O)C1CCN(c2nc(OC)nc(OC)n2)CC1 (stereo not drawn)
  A: x; B: x; C: 0%; D: 16%

7. Cn1c(=O)c2c(nc(SCc3ccccn3)n2C)n(C)c1=O
  A: 0.7%; B: -3%; C: 2%; D: -2%

8. Cc1ccc(-n2nnc3c(=O)n(CC(=O)N4CCOCC4)cnc32)cc1
  A: 0.7%; B: -22%; C: 16%; D: -27%

9. CN1CC(=O)NC1=NC(=O)c1ccc(Cl)c(S(=O)(=O)N2CCCCCC2)c1
  A: 0.3%; B: -13%; C: -10%; D: -5%

10. COc1ccc(-n2nc3c(c2NC(=O)C(=O)NCc2ccccc2)CSC3)cc1
  A: -0.2%; B: -10%[10.9 µM]; C: 9%; D: 4%

11. CCOC(=O)C1=C(c2ccccc2)OC(N)=C(C#N)C1c1ccco1 (stereo not drawn)
  A: 0.7%; B: -6%; C: 11%; D: 5%

12. Cc1cccc(CSc2nnc(-c3ccco3)n2C)c1
  A: 3.8%; B: -24%; C: -6%; D: -13%

13. O=C(CCCN1C(=O)C(c2ccccc2)Oc2cccnc21)Nc1ccccc1C(F)(F)F (stereo not drawn)
  A: -2.0%; B: -17%[10.9 µM]; C: -7%; D: 2%

14. CC(=O)c1cccc(NC(=O)C2CCN(S(=O)(=O)c3ccc4c(c3)CCCN4C(C)=O)CC2)c1
  A: 0.3%; B: 8%[10.9 µM]; C: -6%; D: 6%

15. c1ccc2nc3c(nc2c1)c1ccccc1n3CCN1CCOCC1
  A: -5.5%; B: -30%[inhibitor]; C: -13%; D: -1%

# Not a retest: an excerpt of the list.
# Keys – A = IkB sig inh; B = Imprint erasure; C = p53ts 39C kill; D = p53ts 32C tox
13. O=C(CCCN1C(=O)C(c2ccccc2)Oc2cccnc21)Nc1ccccc1C(F)(F)F (stereo not drawn)
  A: -2.0%; B: -17%[10.9 µM]; C: -7%; D: 2%

14. CC(=O)c1cccc(NC(=O)C2CCN(S(=O)(=O)c3ccc4c(c3)CCCN4C(C)=O)CC2)c1
  A: 0.3%; B: 8%[10.9 µM]; C: -6%; D: 6%

15. c1ccc2nc3c(nc2c1)c1ccccc1n3CCN1CCOCC1
  A: -5.5%; B: -30%[inhibitor]; C: -13%; D: -1%

# Continuation:
# Keys – A = IkB sig inh; B = Imprint erasure; C = p53ts 39C kill; D = p53ts 32C tox
16. CCN=C1SC(CC(=O)Nc2ccccc2OCC)C(=O)N1CC (stereo not drawn)
  A: -0.2%; B: -1%; C: -4%; D: 4%

17. CC(=O)Nc1cccc2c1[n+]([O-])c(C)c(C)[n+]2[O-]
  A: 3.1%; B: -4%; C: -5%; D: 6%

18. Cc1ccc(C)c(C(=O)CSc2nc(-c3ccccc3)nc3c2CCCC3)c1
  A: 7.0%; B: -11%[10.9 µM]; C: -4%; D: 0%

19. N#Cc1nc(-c2ccc(OCc3ccccc3)cc2)oc1NCc1cccnc1
  A: 3.1%; B: -23%; C: -8%; D: 2%

20. CO[C@@H]1CC[C@@]2(C)[C@@H](CC[C@@]3(C)[C@H]2CC=C2[C@H]4CC(C)(C)[C@H](O)[C@@H](OC(C)=O)[C@]4(CO)[C@H](O)C[C@]23C)[C@@]1(C)CO (tested in a mixture with another compound)
  A: u; B: -6%[16.8 µM]; C: -22%[20.6 µM]; D: u

21. Cc1ccc(C)c(NC(=O)c2oc(=O)c3ccccc3c2-c2ccccc2)c1
  A: u; B: 10%[10.9 µM]; C: -6%; D: 14%

22. Cc1cc(C)n(C(C)n2nc(C)cc2C)n1
  A: 0.3%; B: 1%; C: -13%; D: 0%

23. Cc1ccc(Cl)cc1N1CCN(C(=O)c2cc(S(=O)(=O)N3CCCCCC3)cn2C)CC1
  A: u; B: -8%[10.9 µM]; C: 1%; D: 1%

24. COc1cc(C2CC(=O)Nc3cc4c(cc32)OCCO4)cc(OC)c1O (stereo not drawn)
  A: 4.3%; B: -7%[10.9 µM]; C: 21%; D: 14%

25. Cc1ccc(OCC(=O)Nc2ccc(S(=O)(=O)Nc3cc(C)nc(C)n3)cc2)c(Br)c1
  A: u; B: 7%[10.9 µM]; C: -7%; D: -10%

26. COc1ccc(-n2c(SCC(=O)NC3CCCCC3)nc3c([nH]c4ccccc43)c2=O)cc1
  A: -0.3%; B: u; C: -17%; D: 1%

27. Cn1cccc1C(=O)N1CCC[C@@]2(CCN(c3cccc(-c4ccccc4)c3)C2)C1
  A: 6.7%[11.4 µM]; B: x; C: -2%; D: -2%

28. CCCCn1c(NCc2cc(Cl)ccc2O)nc2ccccc21
  A: u; B: -15%[10.9 µM]; C: 9%; D: 8%

29. COc1ccc(-c2nc(CS(=O)CC(=O)NCCCN3CC(C)CC(C)C3)c(C)o2)cc1OC (stereo not drawn)
  A: -1.9%; B: -32%[inhibitor]; C: -16%; D: 0%

30. COc1ccc(OC)c(N/C(C)=C/C(=O)c2ccc(C)o2)c1
  A: -0.1%; B: -14%; C: 8%; D: -2%

# Single entries from the list.
# For p53ts 32C tox, COc1ccc(-n2c(SCC(=O)NC3CCCCC3)nc3c([nH]c4ccccc43)c2=O)cc1 is listed with 1%
# For IkB sig inh, CC(=O)Nc1cccc2c1[n+]([O-])c(C)c(C)[n+]2[O-] is listed with 3.1%
# For p53ts 39C kill, Cc1cc(C)n(C(C)n2nc(C)cc2C)n1 is listed with -13%
# For p53ts 32C tox, Cc1ccc(OCC(=O)Nc2ccc(S(=O)(=O)Nc3cc(C)nc(C)n3)cc2)c(Br)c1 is listed with -10%
# For p53ts 39C kill, Cn1cccc1C(=O)N1CCC[C@@]2(CCN(c3cccc(-c4ccccc4)c3)C2)C1 is listed with -2%
# For Imprint erasure, COc1ccc(-c2nc(CS(=O)CC(=O)NCCCN3CC(C)CC(C)C3)c(C)o2)cc1OC (stereo not drawn) is listed with -32%[inhibitor]
# For p53ts 39C kill, CCN=C1SC(CC(=O)Nc2ccccc2OCC)C(=O)N1CC (stereo not drawn) is listed with -4%

# Remaining list, next part
# Keys – A = IkB sig inh; B = Imprint erasure; C = p53ts 39C kill; D = p53ts 32C tox
31. CCc1c(O)nc(SCC(=O)Nc2ccccc2OC)[nH]c1=O
  A: 3.4%; B: -4%; C: 7%; D: -9%

32. COc1ccc(S(=O)(=O)NC(CC(=O)NCc2ccc3c(c2)OCO3)c2ccco2)cc1 (stereo not drawn)
  A: 2.8%; B: -3%; C: 4%; D: 0%

33. CCC(=O)N1CCc2cc(S(=O)(=O)CCC(=O)N3CCc4ccccc4C3)ccc21
  A: -1.1%; B: -6%; C: -2%; D: -2%

34. CCOC(=O)c1ccc(NC(=O)N2CC(C)OC(C)C2)cc1 (stereo not drawn)
  A: -0.4%; B: -15%; C: 10%; D: 3%

35. COc1cccc(-c2nc(-c3ccc(NC(=O)Cc4ccccc4OC)cc3)no2)c1
  A: u; B: -21%; C: -15%; D: -12%

36. Cn1c(=O)c2c(nc(CN3CCN(C(=O)c4ccco4)CC3)n2Cc2ccc(F)cc2)n(C)c1=O
  A: -0.2%; B: 0%; C: 4%; D: 2%

37. CCc1ccc(NC(=O)CSc2nc(C)c(C(=O)Nc3ccccc3)c(-c3ccc(OC)c(OC)c3)c2C#N)cc1
  A: 1.8%; B: -11%[10.9 µM]; C: 13%; D: 8%

38. CCN1CCc2c(sc(NC(=O)c3ccc(S(=O)(=O)N4CCOCC4)cc3)c2C(=O)OC)C1
  A: -0.4%; B: -15%; C: 2%; D: -9%

39. COc1ccc(-c2nc(CN3CCC(C(=O)NCCN(CC(C)C)CC(C)C)CC3)c(C)o2)cc1OC
  A: -3.0%; B: 7%[10.9 µM]; C: -17%; D: -15%

40. CN(C)CC[C@@H](C(=O)C(C)(C)C)c1ccccn1
  A: -0.9%[11.4 µM]; B: 2%[10.9 µM]; C: 0%[9.22 µM]; D: -1%[9.22 µM]

41. Nc1ccc2nc(-c3ccc(O)cc3)sc2c1
  A: u; B: -79%[inhibitor][10.9 µM]; C: 0.63µM*; D: 0.63µM*

42. C=CCN1C(=O)CN=C1Nc1cc(C)ccc1C
  A: 4.0%; B: -16%; C: 0%; D: -1%

43. CN1CCN(S(=O)(=O)c2cccc(C(=O)NC3CCCc4ccccc43)c2)CC1 (stereo not drawn)
  A: 5.9%; B: -12%; C: -10%; D: -1%

44. Cc1cc2oc(=O)c3c(c2cc1OCc1nn[nH]n1)CCCC3
  A: 2.4%; B: -6%; C: 6%; D: -3%

45. Cc1ccc2oc(C(=O)Nc3cccc(-c4nc5ccccc5s4)c3)c(C)c2c1
  A: -2.1%; B: 10%[10.9 µM]; C: 12%; D: 2%

46. CC(C)(C)OC(=O)N1CCC(c2c(C(=O)N3CCCCC3)cnn2-c2ccc(F)cc2F)CC1
  A: -3.2%; B: 9%[10.9 µM]; C: 2%; D: 11%

47. CCCCCOC(=O)c1ccc(NC(=O)c2ccco2)cc1
  A: u; B: x; C: -17%; D: -6%

48. C=C(c1cccc2ccccc12)P(=O)(O)O
  A: -1.3%; B: -7%; C: 7%; D: 9%

49. O=S(=O)(c1cccc(F)c1)N1CCC(Oc2ccc(-n3cnnn3)cc2)CC1
  A: u; B: -6%[10.9 µM]; C: u; D: -13%

50. CC(C)Oc1ccc(C(=O)N2CCCCC2CCN2CCCCC2)cc1 (stereo not drawn)
  A: 0.7%; B: -13%[10.9 µM]; C: -21%; D: 2%

51. COc1ccc(S(=O)(=O)N2CCC(n3c(C(F)(F)F)nc4cccnc43)CC2)cc1OC
  A: -1.9%; B: -7%[10.9 µM]; C: -18%; D: -1%

52. N#Cc1nc(-c2ccc(COc3ccccc3)o2)oc1N1CCCCC1
  A: -2.3%; B: -13%[10.9 µM]; C: 16%; D: 8%

53. Cc1nc2c3cnn(-c4ccc(C)c(C)c4)c3ncn2n1
  A: -0.9%; B: -30%; C: -2%; D: -3%

54. Oc1ccccc1-c1nc2cnccn2c1Nc1ccc(Cl)cc1
  A: u; B: -4%[10.9 µM]; C: u; D: 0%

55. Cc1ccc(C(=O)CSC2=NC(N)=C(C#N)C3(CCCCC3)C2C(N)=O)cc1 (stereo not drawn)
  A: 0.1%; B: -38%[inhibitor]; C: 21%; D: 19%

56. CC(CN1CCN(C)CC1)OC(=O)c1ccc(Cl)cc1 (stereo not drawn)
  A: 5.7%; B: -18%; C: -7%; D: 0%

57. Cc1cccc(N2CCN(C(=O)COc3cc(=O)n(C)c4ccccc34)CC2C)c1 (stereo not drawn)
  A: 2.4%; B: -4%; C: -8%; D: 10%

58. COc1cc2ccccc2cc1C(=O)N1CCN(c2nc3c(F)cccc3s2)CC1
  A: u; B: 17%[10.9 µM]; C: 17%; D: -6%

59. CCc1cccc(NC(=O)c2cc(-c3ccccc3)n[nH]2)c1
  A: u; B: 6%[10.9 µM]; C: -3%; D: -16%

60. CCN(CC)C(=O)c1sc(NC(=O)C(C)Sc2nc(-c3ccccc3)cc(C(F)(F)F)n2)c(C(=O)OC)c1C (stereo not drawn)
  A: u; B: -21%[10.9 µM]; C: 5%; D: 20%

61. CCCN(C(=O)CCc1nc(-c2ccc(C)cc2)no1)c1ccc(OCC)cc1
  A: u; B: -14%[10.9 µM]; C: -4%; D: 8%

62. c1coc(-c2nc3nc4ccccc4nc3n2CC2CCCO2)c1 (stereo not drawn)
  A: u; B: -7%; C: 11%; D: 11%
